PI5P4Ka inh: qHTS for Inhibitors of phosphatidylinositol 5-phosphate 4-kinase (PI5P4K); 330,000 compounds, 1.2% hits; PI5P4Kalpha enzyme, ADP-Glo luminescence, 60 min; active compounds read low; Phosphatidylinositol 5-phosphate 4-kinase type-2 alpha (Homo sapiens), P48426; AID 652105, 2013; max response, %; active means max response of -50% or lower; inconclusive means between -30% and -50%; inactive means -30% or higher; further: value at the top dose of about 77 µM; on the % scale 0 is the no-effect control and ±100 the full control effect
Target sequence (P48426 whole entry, looked up): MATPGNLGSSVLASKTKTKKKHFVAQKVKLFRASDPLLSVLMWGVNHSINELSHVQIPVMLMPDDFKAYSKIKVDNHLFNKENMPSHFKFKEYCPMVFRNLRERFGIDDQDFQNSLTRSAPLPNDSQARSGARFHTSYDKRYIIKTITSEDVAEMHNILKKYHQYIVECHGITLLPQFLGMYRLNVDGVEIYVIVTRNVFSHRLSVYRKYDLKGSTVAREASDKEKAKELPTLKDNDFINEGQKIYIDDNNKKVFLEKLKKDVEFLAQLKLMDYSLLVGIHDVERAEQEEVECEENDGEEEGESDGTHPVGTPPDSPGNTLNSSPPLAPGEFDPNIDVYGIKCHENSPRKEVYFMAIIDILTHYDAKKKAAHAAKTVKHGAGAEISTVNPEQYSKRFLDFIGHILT
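PI5P4Kalpha ADP-Glo assay; 5 microM ATP final; 60 min RT reaction; HEPES pH 7.4/EGTA/CHAPS, 5% DMSO; controls lacking substrate or enzyme; luminescent end-point.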
D3 ag: qHTS of D3 Dopamine Receptor Agonist: qHTS; D(3) dopamine receptor (Homo sapiens), P35462; D3R DiscoveRx beta-arrestin cells, luminescence, 90 min; max activation, %; 410,000 compounds, 0.58% hits; AID 652048, 2013; in the data active means max activation above about 30%; further: 0% is about no effect; mostly tested at two doses, the higher about 12 µM
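Cells at 1500/well, incubated overnight, then treated with pinned compounds (dopamine as control) for 90 min at 37 degrees C. DiscoveRx reagent added for 30 - 60 minutes at room temperature; luminescence read.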
PLK1 PBD inh: qHTS for Inhibitors of PLK1-PDB (polo-like kinase 1 - polo-box domain): Primary Screen; Serine/threonine-protein kinase PLK1 (Homo sapiens), P53350; Plk1 PBD binding of FITC phosphopeptide, fluorescence polarization; Potency, µM, for the others: max response, negative = inhibition, actives largely listed as inhibitors; 360,000 compounds, 2.8% hits; further: potency means the concentration at half of the fitted maximal effect; series mostly up to about 57 µM; on the % scale 0 is the no-effect control and ±100 the full control effect; nearly all actives have a fitted effect of over 65% in size
GLP1R ag: qHTS of GLP-1 Receptor Agonists; Glucagon-like peptide 1 receptor (Homo sapiens), P43220; HEK293 GLP-1R CRE-luciferase, luminescence, 4-6 h; cells express a hypersensitive GLP-1R form; Potency, µM (highest dose often 45.6 µM), for the others: at the highest dose activation, hits mostly activators; 380,000 compounds, 0.007% hits; AID 624172, 2012; further: potency means the concentration at half of the fitted maximal effect; % of control where 0% means no effect
Target sequence (P43220 whole entry, looked up): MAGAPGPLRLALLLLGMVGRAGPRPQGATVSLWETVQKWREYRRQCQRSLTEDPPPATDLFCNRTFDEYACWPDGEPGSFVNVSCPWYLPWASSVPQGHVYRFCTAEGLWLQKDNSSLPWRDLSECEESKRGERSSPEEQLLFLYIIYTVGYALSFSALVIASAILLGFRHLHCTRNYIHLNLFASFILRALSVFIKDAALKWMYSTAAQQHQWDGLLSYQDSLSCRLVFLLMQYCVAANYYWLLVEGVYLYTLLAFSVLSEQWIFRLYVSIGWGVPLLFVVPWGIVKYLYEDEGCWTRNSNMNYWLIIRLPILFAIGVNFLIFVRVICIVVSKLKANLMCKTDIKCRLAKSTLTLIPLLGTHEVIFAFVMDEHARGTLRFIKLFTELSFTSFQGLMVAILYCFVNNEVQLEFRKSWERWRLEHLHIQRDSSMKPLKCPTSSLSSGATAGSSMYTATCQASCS
HEK293 tox: qHTS of GLP-1 Receptor Inverse Agonists: Cytotox Screen | HEK293 cAMP-luciferase reporter cells, luminescence, 24 h | Potency, µM (titrated, usually from 38.3 µM), for inactives: at the top dose activity change, negative = inhibition, most hits filed as inhibitors | 410,000 compounds, 0.13% hits | AID 624418, 2012;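 further: loss of luciferase light is scored as toxicity; potency means the concentration at half of the fitted maximal effect; on the % scale 0 is the no-effect control and ±100 the full control effect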
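MLSMR compounds, 24 hr on cells at 37 deg C/5% CO2; luminescence after luciferase reagent (12 min RT). Inhibition counted as the undesired cytotoxic outcome.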
D3 antag: qHTS of D3 Dopamine Receptor Antagonist: qHTS; D(3) dopamine receptor (Homo sapiens), P35462; D3R cells, DiscoveRx beta-arrestin luminescence, antagonist mode; active compounds read low; max response, negative = inhibition, %; 360,000 compounds, 2.5% hits; in the data active means max response below about -50%; inconclusive means no clear call, values can overlap the other calls; further: on the % scale 0 is the no-effect control and ±100 the full control effect; mostly tested at two doses, the higher about 12 µM
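Cells plated overnight at 1500 cells/well, then exposed to library compounds with dopamine controls for 90 minutes at 37 degrees C. DiscoveRx reagent added for 30–60 minutes at room temperature; luminescence read, quantitative HTS format.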
IL2 activator: qHTS of IL-2 Activators. IL-2 activation reporter assay, cell-based qHTS; stimulated with anti-CD3/CD4/CD28 beads; in transgenic mouse T cells. activation, % (series mostly up to about 46 µM). 360,000 compounds, 0.065% hits. AID 652025, 2013; in the data active means activation above about 50%; inconclusive means mostly about 30% to 49%; further: 0% is about no effect
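EGFP and DsRed fluorescence is measured by plate cytometry in unstimulated transgenic mouse T cells exposed to compound for 60 minutes, then stimulated 18 hours at 37 degrees C with anti-CD3/anti-CD4 beads plus anti-CD28.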
WRN helicase inh: qHTS for Inhibitors of WRN Helicase; Potency, µM (doses to about 114 µM), without a hit: at the highest dose activity change, negative = inhibition, most hits filed as inhibitors; WRN helicase unwinding, fluorescent forked duplex, kinetic; 360,000 compounds, 0.46% hits; AID 651768, 2012; further: potency means the concentration at half of the fitted maximal effect; on the % scale 0 is the no-effect control and ±100 the full control effect; nearly all actives have a fitted effect of over 55% in size
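Screening of the MLSMR collection measured strand separation of a quenched forked DNA duplex (100 nM) by 20 nM WRN with 2 mM ATP, all final. Compounds were preincubated with enzyme 15 min at room temperature.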
GLP1R inv ag: qHTS of GLP-1 Receptor Inverse Agonists (Inhibition Mode); HEK293 GLP-1R CRE-luciferase, luminescence, 24 h; GLP-1R form is constitutively active; Potency, µM (series often up to 38.3 µM), for inactives: at the top dose activity change, negative = inhibition, usual class: inhibitors; 410,000 compounds, 1.6% hits; AID 624417, 2012; further: potency means the concentration at half of the fitted maximal effect; on the % scale 0 is the no-effect control and ±100 the full control effect; nearly all actives have a fitted effect of over 55% in size
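Using stably transfected HEK293 (constitutively active GLP-1R, cAMP-luciferase reporter), compounds were incubated 24 hr and luciferase measured by luminescence.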
Starred values were filed as active, the others as inactive; ? = inconclusive; nt = not tested or not shown; [ ] = another dose, or the depositor's remark. Unless noted, the call rests on the fitted dose curve; in most records, active means well fitted curve in the direction sought with a large enough effect; inconclusive means small, poorly fitted or top-dose-only effect, or another doubt; inactive means no such curve, though single readings can be large; an effect the other way counts as inactive or inconclusive.

No.	SMILES	PI5P4Ka inh	D3 ag	PLK1 PBD inh	GLP1R ag	HEK293 tox
1	COc1ccc(Oc2c(OC)cc(NCc3ccc(CN)cc3)c3ncccc23)cc1	-10	-10	-23%	0%	5%
2	CCn1c(=O)c2cc(C(=O)NC3CCCCCC3)sc2c2ccccc21	nt	-18	nt	1%	-8%
3	O=C(N/N=C/c1c(F)cccc1Cl)c1cc(C2CC2)[nH]n1	0	-7	-5%	13%	0%
4	COc1ccccc1N1CCN(C(=O)CCC(=O)Nc2nnc(CC(C)C)s2)CC1	10	5	2%	8%	-5%
5	COc1ccc(OC)c(Nc2nc(-c3sc(NC(=O)C(C)(C)C)nc3C)cs2)c1	-20	26	-19%	-1%	3%
6	CCOC(=O)C1CCN(C(=O)COC(=O)c2cccc(F)c2)CC1	5	4	-4%	5%	4%
7	CC(=O)c1ccsc1-c1c(C)cc2oc(=O)cc(-c3ccccc3)c2c1C	-7	14	-3%	?	-3%
8	CCN(CC)CC(O)COc1ccc2c(c1)OCO2 (centres undefined)	4	-5	-14%	9%	28%

No.	D3 antag	IL2 activator	WRN helicase inh	GLP1R inv ag
1	-30	-0.2	-30%[11.6 µM]	-1%
2	nt	nt	nt	?
3	-19	0.1	-15%	14%
4	8	-1.4	-1%	-5%
5	14	-0.1	-4%	?
6	1	-0.2	-2%	18%
7	47	-0.4	-4%	?
8	-24	-0.9	-1%	-1%

No.	SMILES	PI5P4Ka inh	D3 ag	PLK1 PBD inh	GLP1R ag	HEK293 tox
9	COc1ccc(CN(C)CC(=O)NC2CCCc3ccccc32)cc1OC (centres undefined)	3	1	-2%	27%	4%
10	Cc1ccc(C)c(NC(=O)CSc2nnc(CSc3nc(C)cc(C)n3)n2Cc2ccco2)c1	0	2	-11%	6%	3%
11	CC(=O)Nc1ccc(S(=O)(=O)N2CCN(CC(=O)NC3CCCC3)CC2)cc1	0	3	2%	3%	-13%
12	COCCN1C[C@@H](CO)O[C@@H](n2cnc3c(NCc4cc(OC)c(OC)c(OC)c4)ncnc32)C1	-1	-11	-7%	-9%	2%
13	CC1(C)CC(=O)C=C(Nc2ccc(C(=O)O)c(O)c2)C1	-8	6	-3%	2%	75%[activator]
14	COC(=O)c1ccc(CSc2nc3ccc(S(=O)(=O)N4CCOCC4)cc3[nH]2)cc1	-4	-1	-6%	2%	-6%
15	O=C(CSc1cn(CCNC(=O)c2c(F)cccc2F)c2ccccc12)Nc1ccc2c(c1)OCCO2	nt	5	nt	-2%	-6%
16	C=CCn1c(SCC(=O)NCC(c2ccccc2)N(C)C)nnc1C1CCCCC1 (centres undefined)	0	-5	-8%	13%	-4%

No.	D3 antag	IL2 activator	WRN helicase inh	GLP1R inv ag
9	2	-0.7	-4%	95%[activator]
10	-3	-0.6	10%	0%
11	9	0.0	0%	27%
12	-22	0.1	15%	-19%
13	-15	-0.7	11%	1%
14	-9	-1.6	-6%	6%
15	nt	nt	nt	-2%
16	-7	1.1	-4%	-29%

Exported in transposed form: 4 of the compounds above
2	CCn1c(=O)c2cc(C(=O)NC3CCCCCC3)sc2c2ccccc21
6	CCOC(=O)C1CCN(C(=O)COC(=O)c2cccc(F)c2)CC1
5	COc1ccc(OC)c(Nc2nc(-c3sc(NC(=O)C(C)(C)C)nc3C)cs2)c1
1	COc1ccc(Oc2c(OC)cc(NCc3ccc(CN)cc3)c3ncccc23)cc1

assay / entry | 2 | 6 | 5 | 1
PI5P4Ka inh | nt | 5 | -20 | -10
D3 ag | -18 | 4 | 26 | -10
PLK1 PBD inh | nt | -4% | -19% | -23%
GLP1R ag | 1% | 5% | -1% | 0%
HEK293 tox | -8% | 4% | 3% | 5%
D3 antag | nt | 1 | 14 | -30
IL2 activator | nt | -0.2 | -0.1 | -0.2
WRN helicase inh | nt | -2% | -4% | -30%[11.6 µM]
GLP1R inv ag | ? | 18% | ? | -1%

Remaining list, next part
No.	SMILES	PI5P4Ka inh	D3 ag	PLK1 PBD inh	GLP1R ag	HEK293 tox
17	COc1cc(C(=O)NCc2nnc(SCC(=O)NC3CCCC3)o2)cc(OC)c1OC	5	5	-15%	-4%	9%
18	COc1ccc(N2CCN(C(=O)Cc3ccc(S(=O)(=O)N4CCOCC4)s3)CC2)cc1	-71*	4	?	5%	-1%
19	Cc1cc(C(=O)CSc2nnnn2-c2ccccc2)c(C)n1-c1ccc2c(c1)OCO2	-9	2	-8%	-7%	-1%
20	CCCCCc1nnc(NC(=O)c2ccc3nc[nH]c3c2)s1	-27	-7	-9%	0%	4%
21	Cc1cc(C)cc(NC(=O)N(CCC#N)Cc2cccs2)c1	-7	-7	1%	1%	5%
22	CN(C(=S)Nc1ccc(Oc2ccccc2)cc1)C1CCCCC1	-4	-2	-17%	9%	?
23	NC(=O)c1ccc(NC(=O)CSc2nc3ccccc3c(=O)n2CCCN2CCOCC2)cc1	4	-6	2%	-3%	5%
24	COc1cc(-c2nc(-c3ccccc3)c(-c3ccc(F)cc3)[nH]2)cc2c1OCO2	-4	2	-2%	-12%	15%

No.	D3 antag	IL2 activator	WRN helicase inh	GLP1R inv ag
17	7	-0.1	6%	1%
18	7	-0.8	?	-6%
19	-17	0.4	6%	?
20	0	-0.6	2%	10%
21	-3	-4.1	7%	16%
22	?	-0.4	1%	?
23	27	0.0	-2%	161%[activator]
24	36	-0.2	-13%	?

No.	SMILES	PI5P4Ka inh	D3 ag	PLK1 PBD inh	GLP1R ag	HEK293 tox
25	O=C(CCNC(=O)c1ccc([N+](=O)[O-])cc1)Nc1ccccc1N1CCCCC1	-6	4	-1%	14%	-3%
26	CCN(CC(=O)NC(C)(C)C)C(=O)COc1c(Cl)cc(Cl)c2ccc(C)nc12	-5	-15	1%	14%	?
27	CCN(CC)C(=O)Cn1cc(S(=O)(=O)CC(=O)NC2CCCCC2)c2ccccc21	6	-2	-16%	17%	0%
28	Cc1cc(C)c(OCC(=O)NCC(c2ccco2)N2CCCCC2)c(C)c1 (centres undefined)	5	-15	0%	4%	8%
29	CCOc1nc(C)ccc1-c1noc(-c2ccccn2)n1	9	-7	-5%	?	-6%
30	O=CN1CCc2scc[n+]2-c2ccccc21	nt	7	-9%	3%	9%
31	Cc1cc(OCC(=O)OCC(=O)N(C)Cc2ccccc2C)ccc1Cl	15	-5	-12%	11%	-4%
32	CCOC(=O)C1(Cc2ccc(OC)cc2)CCN(C(=O)CN2CCN(CC)CC2)CC1	14	5	3%	15%	-1%

No.	D3 antag	IL2 activator	WRN helicase inh	GLP1R inv ag
25	8	1.3	8%	?
26	-5	0.1	3%	?
27	-7	0.4	0%	17%
28	0	-0.9	-9%	?
29	24	-0.7	1%	93%[activator]
30	-12	1.4	6%	-4%
31	-12	-0.3	-3%	-1%
32	1	-3.4	-7%	?

No.	SMILES	PI5P4Ka inh	D3 ag	PLK1 PBD inh	GLP1R ag	HEK293 tox
33	Cc1ccc(S(=O)(=O)O/N=C2\CCCc3ccccc32)cc1	1	0	1%	?	-12%
34	CCC(C)c1ccc(OCCN2CCCC2)cc1 (centres undefined)	-3	1	-1%	0%	-14%
35	O=C(Cn1cc2c(n1)CCCC2)NCCc1ccccc1	2	4	-14%	-6%	-5%
36	O=C(O)c1cccc(S(=O)(=O)Nc2cccc(S(=O)(=O)Nc3ccc(Br)cc3)c2)c1	-5	-7	-5%	4%	8%
37	CN(C(=O)COC(=O)c1cc(-c2ccc(Cl)s2)nc2ccccc12)C1CCS(=O)(=O)C1 (centres undefined)	33	10	5%	12%	7%
38	Cn1c(=O)c(=O)n(C)c2cc(S(=O)(=O)Nc3ccc4c(c3)OCCO4)ccc21	0	-1	1%	-14%	-6%
39	Cc1ccc(N(CC(=O)NC(C)c2ccccc2)S(=O)(=O)c2cccs2)cc1 (centres undefined)	nt	-14	-9%	-1%	2%
40	CC1CCCCC1NC(=S)Nc1ccc(Cl)cc1Cl (centres undefined)	2	-6	-2%	1%	?

No.	D3 antag	IL2 activator	WRN helicase inh	GLP1R inv ag
33	-21	-0.6	-9%	0%
34	-78*	-3.0	12%[57.1 µM]	?
35	9	-2.0	1%	-9%
36	0	-2.8	-12%	7%
37	32	0.8	0%	-15%
38	-17	-2.0	9%	?
39	-15	-0.1	-9%	?
40	16	-1.6	-3%	11µM*

No.	SMILES	PI5P4Ka inh	D3 ag	PLK1 PBD inh	GLP1R ag	HEK293 tox
41	Cc1ccc2[nH]c(=O)c(CN(Cc3ccco3)C(=O)c3ccncc3)cc2c1	nt	1	-6%	2%	?
42	O=C(O)CCN1C(=O)/C(=C\c2cccc(OCC(=O)Nc3ccc(Cl)cc3)c2)SC1=S	-7	0	27µM*	5%	?
43	Cc1cccc(-c2c3c(=O)n(C)c(=O)n(C)c3cn2C2CCCCC2)c1	nt	-6	-16%	17%	-8%
44	Cc1ccc(NC(=O)CSCC(=O)NCCc2ccccn2)c(C)c1	8	0	-17%	4%	14%

No.	D3 antag	IL2 activator	WRN helicase inh	GLP1R inv ag
41	-14	-2.0	-12%	-10%
42	3	-1.4	-32%	-6%
43	21	-1.9	-4%	0%
44	2	0.9	0%	6%
